KDM5B inhibitor: Primary screen for KDM5B Histone Demethylases FDH-coupled qHTS; KDM5B demethylase, FDH-coupled NADH fluorescence (FDH is formaldehyde dehydrogenase); Potency, µM (titrated, usually from 57.7 µM), for inactives: at the top dose activity change, negative = inhibition, most hits filed as inhibitors; 220,000 compounds, 2.6% hits; AID 1347165, 2019; active = well fitted inhibition curve with a large enough effect; inconclusive = small, poorly fitted or top-dose-only effect; inactive = no such curve, though single readings can be large or run the other way; also: 0% is about no effect; nearly all actives have a fitted effect of over 70% in size
Target sequence (Q9UGL1 whole entry, looked up): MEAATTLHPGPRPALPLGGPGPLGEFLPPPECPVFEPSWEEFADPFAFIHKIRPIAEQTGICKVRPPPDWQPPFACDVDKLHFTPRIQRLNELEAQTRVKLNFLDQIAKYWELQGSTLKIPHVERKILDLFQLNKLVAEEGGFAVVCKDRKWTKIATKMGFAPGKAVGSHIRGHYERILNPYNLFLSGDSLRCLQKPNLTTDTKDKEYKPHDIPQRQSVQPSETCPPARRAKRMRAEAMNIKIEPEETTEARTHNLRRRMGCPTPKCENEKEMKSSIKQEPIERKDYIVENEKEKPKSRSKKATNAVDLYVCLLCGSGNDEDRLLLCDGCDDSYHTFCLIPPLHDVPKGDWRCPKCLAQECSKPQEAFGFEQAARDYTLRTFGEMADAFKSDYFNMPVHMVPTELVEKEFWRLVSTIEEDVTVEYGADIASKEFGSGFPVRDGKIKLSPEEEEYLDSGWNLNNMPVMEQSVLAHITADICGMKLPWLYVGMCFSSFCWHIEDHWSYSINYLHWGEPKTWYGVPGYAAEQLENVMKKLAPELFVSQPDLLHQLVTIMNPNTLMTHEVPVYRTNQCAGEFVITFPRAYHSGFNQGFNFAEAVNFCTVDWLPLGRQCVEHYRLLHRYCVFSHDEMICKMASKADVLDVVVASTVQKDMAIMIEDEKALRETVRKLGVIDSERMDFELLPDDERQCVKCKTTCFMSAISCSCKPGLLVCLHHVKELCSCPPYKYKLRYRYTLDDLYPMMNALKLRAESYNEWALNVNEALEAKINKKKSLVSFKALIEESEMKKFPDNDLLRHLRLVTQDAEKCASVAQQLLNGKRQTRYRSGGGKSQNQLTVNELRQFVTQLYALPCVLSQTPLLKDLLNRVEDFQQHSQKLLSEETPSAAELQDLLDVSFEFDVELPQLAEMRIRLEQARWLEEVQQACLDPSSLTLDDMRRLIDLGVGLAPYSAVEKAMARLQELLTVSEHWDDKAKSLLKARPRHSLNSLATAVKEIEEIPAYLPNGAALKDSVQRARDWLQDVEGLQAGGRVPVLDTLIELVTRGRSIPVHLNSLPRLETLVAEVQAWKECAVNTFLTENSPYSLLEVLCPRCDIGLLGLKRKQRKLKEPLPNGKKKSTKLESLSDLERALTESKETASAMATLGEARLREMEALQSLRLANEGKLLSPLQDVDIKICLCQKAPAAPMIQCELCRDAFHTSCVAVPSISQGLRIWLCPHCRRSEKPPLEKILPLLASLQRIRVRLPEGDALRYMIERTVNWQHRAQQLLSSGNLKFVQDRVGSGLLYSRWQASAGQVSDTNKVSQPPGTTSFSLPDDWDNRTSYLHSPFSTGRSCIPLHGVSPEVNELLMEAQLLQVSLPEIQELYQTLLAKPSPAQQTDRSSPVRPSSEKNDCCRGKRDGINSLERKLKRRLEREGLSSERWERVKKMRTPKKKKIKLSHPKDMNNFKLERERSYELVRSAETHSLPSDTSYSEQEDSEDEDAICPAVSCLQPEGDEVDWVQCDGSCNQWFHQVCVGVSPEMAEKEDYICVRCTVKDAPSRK
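Measured: NADH fluorescence change, 30 min, RT. System: KDM5BΔAP 200 nM final, H3K4me3 peptide, α-KG, Fe(II), ascorbate, NAD⁺ plus FDH, pH 7.5 HEPES. Compounds: titrated, 10 min pre-incubation with enzyme.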
Starred values were filed as active, the others as inactive; i = inactive; ? = inconclusive; & = joins results of further samples; [ ] = remark or other dose. Potency is read from the fitted curve at half-maximal effect.

molecule,KDM5B inhibitor
COc1cccc(NC(=O)Cn2nc(-c3ccncc3)ccc2=O)c1,-10%
CNC(=O)c1[nH]nc2c1C(c1ccc(-n3cncn3)cc1)CC(=O)N2 (stereo not given),1%
Brc1ccc(-c2noc(-c3cccnc3)n2)o1,20%
CCCc1c(C(=O)OCC)nnc2c(-c3ccc(Br)cc3)c(C)nn12,-2%
O=C(NC(c1ccccc1)c1ccccn1)c1cc[n+]([O-])cc1 (stereo not given),26%
COc1ccccc1N1CCN(C(=O)c2cc3cn(C4CCCC4)cc3s2)CC1,?
C[S+](=O)([O-])Nc1cccc(-c2cc3c(ccn3Cc3cccnc3)c(C3=CCOCC3)n2)c1,?
COc1ccc(NC(=O)NC[C@H]2O[C@@H]3C[C@@H](CC(=O)NC(C)C)O[C@@H]3[C@@H]2O)cc1,-13%[86.2 µM]
O=C(Cn1c(=O)oc2ccccc21)N1CCC2(CC1)NCCc1c2[nH]c2ccccc12,-5%
CCN(CC)C(=O)c1sc2c(c1C)c(=O)n(CCc1ccccc1)c(=O)n2Cc1ccc(F)cc1Cl,4%
Cc1ccc(C(=O)N2CCN(c3cc(-c4cccs4)[nH]n3)CC2)s1,-26%
Cc1ccc(C(=O)c2ccccc2C(=O)NC2CCCC2)cc1,4%
Cc1nccn1CCCNC(=O)c1ccc2nc(C3CC3)oc2c1,17%
CCn1cnc2c1c(=O)n(Cc1cccc(Br)c1)c(=O)n2Cc1ccccc1,11%
O=c1cc(-c2ccccn2)oc2c(Nc3ccccc3)nccc12,?
O=C(Cc1cccc(Cl)c1)N1CCC(n2cnnc2C2CC2)CC1,8%
COc1ccc(NC(=O)N2CCN(Cc3nc4ccc(C)cc4o3)CC2)cc1OC,-5%
CCCNc1nc2ccccc2nc1C(=O)Nc1ccc(C)cc1C,12%
CNC(C(=O)OC)c1ccc(Cl)c(Cl)c1 (stereo not given),8%
COc1ccc2c(C)c(CCC(=O)NCCCN3CCOCC3)c(=O)oc2c1C,?
O=C(N[C@H](C1CCNCC1)C1CC(O)C1)c1cccc(=O)[nH]1 (stereo not given in full),22µM*
O=C(NCC1CCN(c2cc(-c3ccccc3)[nH]n2)CC1)c1n[nH]c2c1CCCC2,?
CSc1ccc(-c2noc(-c3ncn4c3COC(c3ccccc3Cl)C4)n2)cc1 (stereo not given),25µM*
FC(F)(F)c1cccc(CSc2ncnc3sc(-c4ccccc4)cc23)c1,11%
COc1ccc(C(=O)NC(=S)Nc2cccnc2)cc1Cl,15%
CN1CCN(C(=O)c2ccc3c(c2)N(Cc2ccc(C(F)(F)F)cc2)C(=O)c2ccccc2S3)CC1,-38%
CCN(C(=O)CSc1nnc(-c2cc3occc3n2C)n1-c1ccccc1C)c1ccccc1,-7%
CN(C)c1ccc(CN2CCNc3cnc(-c4ccccc4)cc3C2)cc1,?
COC(=O)/C(C#N)=C/c1c(Oc2cccc(C)c2C)nc2ccccn2c1=O,-5%
CN(C)CCCN(Cc1cccc2ccccc12)Cc1cccc2ccccc12,?
COc1cccc(Cc2nc3ccccc3nc2SCC(=O)N2CCN(c3ccccc3)CC2)c1,-20%
Cc1cc(C)c(NC(=O)C2=Cc3sc4c(c3CS2)CCCC4)c(C)c1,?
CCOC(CCNC(=O)c1cc(-c2cccs2)nc2ccccc12)OCC,i
CN(C)c1ccc(P(=O)(OC2CCCCC2)C(O)c2ccncc2)cc1 (stereo not given),-23%
O=C(Nc1ccc(Cl)cc1)N1CCC(CN2CCCCCC2)CC1,?
O=C(O)CCNS(=O)(=O)c1cccc(C(=O)O)c1,-10%
CCN1CCCC1CNC(=O)Cn1nc2c(cc1=O)CCCC2 (stereo not given),-21%
CCCc1nc(C(=O)N2CCN(c3ccccc3Cl)CC2)cs1,20%
C=CCNC(=O)NC(=O)CN(C)Cc1ccc(C(F)(F)F)cc1,16%
CC(=O)N1CCC(NC[C@H]2O[C@@H]3C[C@@H](CC(=O)N4CCC(F)(F)C4)O[C@@H]3[C@@H]2O)CC1,12%[86.2 µM]
C/C(=N\NC(=O)c1ccccc1)c1ccccc1,-9%
C=Cc1ccc(Cn2c(=O)n(-c3cccc(C)c3)c(=O)c3c2c2cc(C)ccc2n3C)cc1,?
CCN(CC)S(=O)(=O)c1ccc(/C=C\c2onc(C)c2NC(=O)C2CC2)cc1,?
C[S+](=O)([O-])c1cccc(-c2ccc3ncn(-c4ccc(F)cc4F)c(=O)c3n2)c1,-7%[86.2 µM]
O=C(CSc1ccccc1)N1CCc2nc3cc(-c4ccccc4)[nH]n3c(=O)c2C1,?
Cn1c2c(c(=O)n(C)c1=O)C(c1cccc(O)c1)CC(=O)N2 (stereo not given),-19%
COc1cc(-c2ccnc3nc(C4CC4)nn23)cc(OC)c1OC,18µM*
COc1cccc(CNC(=O)[C@@H]2C[C@@H](O)CN2C2CCN(C(=O)CCn3nc(C)cc3C)CC2)c1,-19%
COc1ccc(Cn2c(SCC(=O)Nc3ccc(OC)cc3)nc3ccccc32)cc1,-20%
CCc1cccc(C)c1Nc1c(-c2cccs2)nc2ncccn12,17%

Structures listed so far marked active in KDM5B inhibitor.
molecule,KDM5B inhibitor
O=C(N[C@H](C1CCNCC1)C1CC(O)C1)c1cccc(=O)[nH]1 (stereo not given in full),22µM*
CSc1ccc(-c2noc(-c3ncn4c3COC(c3ccccc3Cl)C4)n2)cc1 (stereo not given),25µM*
COc1cc(-c2ccnc3nc(C4CC4)nn23)cc(OC)c1OC,18µM*

Further results.
molecule,KDM5B inhibitor
O=C(c1ccc2c(c1)N(Cc1ccc(Cl)cc1)C(=O)c1ccccc1S2=O)N1CCC(Cc2ccccc2)CC1 (stereo not given),-24%
O=C(O)C[C@@H]1CCN(C(=O)Cc2ccccc2)C[C@@H]1CCN1CCN(c2ccccc2)CC1,-12%
CCc1nc(-c2c3n(c(=O)n(CC(=O)Nc4ccc(C)cc4)c2=O)CCCCC3)no1,-5%
COc1ccc(S(=O)(=O)N2CCCC(Cc3noc(-c4cccnc4)n3)C2)cc1 (stereo not given),21%
COc1ccc(F)c(CN2CCCC(O)(CN3CCC(C(N)=O)CC3)C2=O)c1 (stereo not given),-24%
Cc1noc(-c2ccc(S(=O)(=O)N3C[C@H](C4CC4)[C@@H](N)C3)o2)c1C,72%[activator]
O=C(NCCNC(=O)C1CC1)c1c[nH]c2ccccc12,-25%
CCCc1c(C)nc(Nc2nc(C)c3cccc(OC)c3n2)[nH]c1=O,11%
Brc1ccc(-c2noc(CC(c3ccccc3)c3ccccc3)n2)cc1,5%
O=C(Nc1cccc2ncccc12)c1cnc2ccccc2n1,0%

The list goes on; the last 2 above are carried over.
molecule,KDM5B inhibitor
Brc1ccc(-c2noc(CC(c3ccccc3)c3ccccc3)n2)cc1,5%
O=C(Nc1cccc2ncccc12)c1cnc2ccccc2n1,0%
O=C(NCc1ccccn1)C1CCC(CNS(=O)(=O)c2ccccc2)CC1 (stereo not given),-5%
CC(C)(C)c1ccc2cc(C(=O)NC3CC3)[nH]c2c1,2%
COc1ccc(C(=O)N2CCCCCCNC(=O)CC2)cn1,-12%
CC(C)c1ccc(N2C(=O)CSC23C(=O)N(Cc2ccccc2)c2ccccc23)cc1 (stereo not given),-16%
O=C(OCc1ccccc1)N1CCOCC12CCN(Cc1ncccn1)CC2,-17%[86.2 µM]
CC(C)OC(=O)/C(C#N)=C\c1ccc(-c2ccccc2Cl)o1,21%
CCC(CC)C(=O)Nc1nnc(S(=O)(=O)N(C)c2cc(C)cc(C)c2)s1,-28%
CCc1ccc(C)[n+](CC(=O)c2cccs2)c1,14%
Cc1cc(C)c(NC(=O)C(C)n2c(=O)cc(-c3ccccc3)c3c(C)nn(C)c32)c(C)c1 (stereo not given),-10%
Cc1cc(C)cc(COc2ccc3c(C)c(CC(=O)O)c(=O)oc3c2C)c1,?
CCOc1ccccc1NC(=O)N1CCCC(Cc2ncc(C)n2C(C)C)C1 (stereo not given),11%
NCc1ccc(-c2cccs2)cc1,?
COc1cccc(CC(=O)N2CCCC3(C2)NC(=O)N(Cc2ccc(Cl)cc2)C3=O)c1 (stereo not given),5%
N#CC1=C2SCN(C3CCCCC3)CN2C(=O)CC1c1ccc(Cl)cc1 (stereo not given),?
CCCOc1ccc(/C=C2\SC(N)=NC2=O)cc1OC,-28%
O=C(Cn1cc(S(=O)(=O)Cc2ccccc2Cl)c2ccccc21)Nc1cccc(C(F)(F)F)c1,-19%
N#Cc1c(Cl)nc2c(c1C#N)CCC/C2=C\c1ccco1,13%
CN(CCn1ccnc1)Cc1cn(Cc2ccccc2)nc1-c1ccc2c(c1)OCO2,15%
CCN(C(=O)COC(=O)Cc1sc(N)nc1-c1ccc(C)cc1)c1cccc2ccccc12,-14%
CCOCCn1c(-c2ccccc2)nc2ccccc21,?
O=C(NC1CCSc2ccccc21)c1ccccc1Cl (stereo not given),-5%
Cc1[nH]c2ccccc2c1C(c1ccccc1)c1ccc(Cl)s1 (stereo not given),?
c1cncc(-c2nnc3n2CCN(Cc2cccc4ccccc24)C3)c1,25%[149 µM]
CN(CC(=O)Nc1ccc(F)cc1)C(=O)COc1ncnc2sccc12,-7%
C=CCn1c(=O)c2ccccc2n2nnc(C(=O)OCC)c12,-12%
O=C(NCc1ccccc1)C(Sc1nc2ccccc2o1)c1ccccc1 (stereo not given),0%
Cc1cc(Br)ccc1NC(=O)Cn1nc(-c2cccs2)oc1=O,8%
CCCCNC(=O)c1cc2ccc(OC)cc2nc1C,?
Cc1cc(C(=O)NCC2Cn3cccc3CN2C)nn1C (stereo not given),25µM*
O=C(NCc1cccnc1Oc1ccc(F)c(F)c1)C1(Cn2cccn2)CC1,-12%
Cc1cc(=O)c2cc(C(=O)Nc3nnc(CC(C)C)s3)ccc2[nH]1,?
Cc1cccc(NC(=O)N2CC(Oc3ccc(-c4nc(C)no4)cc3)C2)c1,-8%
CCCOC(=O)N1CCC2(CC1)CC(c1ccccc1)C(=O)N(C)C2 (stereo not given),-9%
O=C(Nc1ccon1)c1sc2cccc(Cl)c2c1Cl,17%
Cc1oc(-c2cccs2)nc1CC(=O)Nc1ccccc1-c1ccccc1,?
CC(=O)N(Cc1ccc2[nH]ccc2c1)C1CC1,-17%
Cc1onc(C(=O)N2C[C@@H](Oc3ccccc3)C[C@H]2C(=O)NC2CC2)c1Cn1cccn1,1%
Cc1cc(O)cc2oc(C(F)(F)F)c(-c3cnn(-c4ccccc4)c3)c(=O)c12,10%
CN1C(=O)c2ccccc2Sc2ccc(NC(=O)c3ccccc3F)cc21,?
COc1cccc(-c2noc(Nc3ccc4c(c3)OCO4)n2)c1,-22%
CC(C)C(C)NC(=O)c1ccc(I)cc1 (stereo not given),6%
O=C(Nc1ccc(F)cc1)Nc1ccc(Oc2ncnc3cc(Cl)ccc23)nc1,-29%
Cc1ccc(O)c(C(=O)OC(C)C(=O)Nc2ccc3c(c2)OCO3)c1 (stereo not given),?
O=c1c2nccnc2nc(SCc2cccc(Cl)c2)n1Cc1ccc2c(c1)OCO2,6%
COc1cc(/C=C(/C#N)C(=O)c2c(Cl)cccc2Cl)cc(OC)c1O,?
O=C(Nc1c(NC2CCCCC2)c2ccccc2oc1=O)c1ccc2c(c1)OCO2,10%
CCc1nn2c(=O)cc(COC(=O)c3cccc(NC(=O)CCc4ccccc4)c3)nc2s1,-22%
Fc1ccc2[nH]cc(CCNC(=S)Nc3ccc(Nc4ccccc4)cc3)c2c1,9%
Cc1cc2cc(NC(=O)c3cccc(C#N)c3)ccc2[nH]1,-23%
Cc1ccccc1C(=O)N1CCC(N2CCCNC2=O)CC1,2%&-11%[86.2 µM]

Single values from above:
Under KDM5B inhibitor, Cc1cc2cc(NC(=O)c3cccc(C#N)c3)ccc2[nH]1 shows -23%
Under KDM5B inhibitor, O=C(Nc1ccon1)c1sc2cccc(Cl)c2c1Cl shows 17%
Under KDM5B inhibitor, Brc1ccc(-c2noc(CC(c3ccccc3)c3ccccc3)n2)cc1 shows 5%

Later entries
molecule,KDM5B inhibitor
Cc1ccc(C(=O)N2CCN(c3cccc(C)c3C)CC2)cc1NC(=O)C1=CSCCO1,-17%
COc1ccccc1CN1CC(c2noc(-c3sccc3C)n2)CC1=O (stereo not given),13%
CCCn1ncc(C(=O)N2CCOC(CCCC(C)C)C2)c1C (stereo not given),30%
Cc1nc(-c2ccccc2)sc1-c1ccc(SCC(=O)Nc2ccc(F)cc2F)nn1,?
COP(=O)(OC)c1nc(-c2ccc(Cl)cc2)oc1NCc1cccnc1,?
CCNC(=O)N(C1CC1)C1CCOC2(CCN(C(=O)NCc3ccccc3)CC2)C1 (stereo not given),0%
Cc1ccc(-n2ncc3c2CCCC3NC(=O)c2csnn2)cc1C (stereo not given),4%
CCOc1ccc(NC(=O)CN(Cc2ccccc2)S(=O)(=O)c2ccc3nc(C)sc3c2)cc1,-18%
CCCCn1nc(C(=O)Nc2nccs2)c2ccccc2c1=O,-5%
CCCCC1CCC[S+](c2cc(O)ccc2O)C1 (stereo not given),?
O=C(c1ccc(C(F)(F)F)cc1)N1CCCC(c2nn(-c3ccccc3)c(=O)[nH]2)C1 (stereo not given),6%
O=C(NC1CCCCC1)c1cc2c(Cl)nc3ccccc3c2s1,6%
Cc1cc(C)cc(NC(=O)C(=O)NCC(c2cccnc2)N2CCc3ccccc3C2)c1 (stereo not given),20%

From PubChem BioAssay

Not all compounds are listed; count on the stated rates, not on these rows.
